From PubChem BioAssay
LYPLA1 inh: counter-screen for PME1 inhibitors: inhibitors of human LYPLA1; O75608; recombinant LYPLA1, FP-Rh probe fluorescence polarization; inhibition, % at 5.9 µM; 320,000 compounds, 0.16% hits; AID 2174;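 active = inhibition above the mean of all tested compounds plus 3 SD, set per campaign, cut at about 14% in these data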;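 also: inhibitors block serine hydrolase probe labeling of LYPLA1 so polarization falls; 0% = enzyme with DMSO and 100% = wells lacking LYPLA1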
Target sequence (O75608 whole entry, looked up): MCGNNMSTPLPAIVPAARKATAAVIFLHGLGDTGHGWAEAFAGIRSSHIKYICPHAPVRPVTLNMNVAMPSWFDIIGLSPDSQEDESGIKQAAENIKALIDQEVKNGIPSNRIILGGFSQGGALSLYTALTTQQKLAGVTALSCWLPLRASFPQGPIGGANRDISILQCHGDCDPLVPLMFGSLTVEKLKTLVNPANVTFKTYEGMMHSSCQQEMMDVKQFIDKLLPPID
PAFAH2 FP inh: PAFAH2 (human) inhibition; Q99487; recombinant PAFAH2, FP-rhodamine activity probe, fluorescence polarization; inhibition, % at 3.39 µM; 340,000 compounds, 0.99% hits;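 active = inhibition above the mean over all tested compounds plus 3 SD, cut at about 30% in these data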;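 also: inhibitors block probe labeling of enzyme so polarization drops; 0% = enzyme with DMSO and 100% = wells lacking PAFAH2 protein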
ZTA DNA inh: counter-screen for EBNA-1 inhibitors: inhibitors of Epstein-Barr virus ZTA. P03206. ZTA-DNA binding, fluorescence polarization. inhibition, % at 11 µM. 320,000 compounds, 0.15% hits; in the data active = inhibition above about 33%
Target sequence (P03206 whole entry, looked up): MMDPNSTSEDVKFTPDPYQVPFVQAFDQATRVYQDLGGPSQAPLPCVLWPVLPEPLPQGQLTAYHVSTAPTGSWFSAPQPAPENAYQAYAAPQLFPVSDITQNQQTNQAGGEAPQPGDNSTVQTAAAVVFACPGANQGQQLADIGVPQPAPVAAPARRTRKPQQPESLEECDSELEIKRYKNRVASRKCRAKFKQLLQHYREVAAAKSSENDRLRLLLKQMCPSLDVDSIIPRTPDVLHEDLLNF
PREPL inh: inhibitors of human prolyl oligopeptidase-like enzyme PREPL. inhibition, % at 5.96 µM. recombinant PREPL, fluorescence polarization activity-based probe. 320,000 compounds, 0.68% hits; in the data active = inhibition above about 43%;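 also: 0% = enzyme with DMSO and 100% = wells lacking enzyme; many of its hits are not listed in these tables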
pPAFAH inh: pPAFAH (human) enzyme inhibition. Q13093. recombinant pPAFAH, FP-rhodamine probe fluorescence polarization. inhibition, % at 3.39 µM. 330,000 compounds, 1.5% hits. AID 463082;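 active = inhibition above the mean inhibition across the screen plus 3 SD, cut at about 25% in these data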;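 also: inhibitors block binding of the rhodamine activity-based probe so polarization drops; 0% = enzyme with DMSO and 100% = wells lacking pPAFAH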
EBNA-1 inhibitor: blocks EBNA-1 binding to DNA | EBNA-1 DNA binding, fluorescence polarization | inhibition, % at 14.8 µM | 300,000 compounds, 0.34% hits | AID 1950; in the data active = inhibition above about 28%
PAFAH1B3 inh: blocks human PAF acetylhydrolase 1B catalytic subunit 3; 340,000 compounds, 0.28% hits; inhibition, % at 3.39 µM; recombinant PAFAH1B3, FP-rhodamine probe, fluorescence polarization;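 active = inhibition above the screen-wide average of all tested compounds plus 3 SD, cut at about 25% in these data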;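 also: 0% = enzyme with DMSO only and 100% = wells lacking PAFAH1B3 protein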
Target sequence (Q15102 whole entry, looked up): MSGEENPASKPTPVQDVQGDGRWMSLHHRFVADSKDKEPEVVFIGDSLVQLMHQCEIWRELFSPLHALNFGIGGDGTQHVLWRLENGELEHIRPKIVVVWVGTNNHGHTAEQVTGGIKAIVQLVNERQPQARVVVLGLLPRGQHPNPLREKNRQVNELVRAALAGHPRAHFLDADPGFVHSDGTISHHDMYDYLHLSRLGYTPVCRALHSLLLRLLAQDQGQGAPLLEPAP
LYPLA2 inh: LYPLA2 (human) inhibition in PME1 counter-screen; O95372; recombinant LYPLA2, FP-Rh probe fluorescence polarization; inhibition, % at 5.9 µM; 320,000 compounds, 0.38% hits;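 active = inhibition above the screen-wide mean plus 3 SD, limit set per campaign, cut at about 26% in these data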;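 also: 0% = LYPLA2 with DMSO and 100% = wells lacking LYPLA2 enzyme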
PAFAH1B2 FP inh: PAFAH1B2 (human) inhibition. inhibition, % at 3.39 µM. P68402. recombinant PAFAH1B2, FP-rhodamine activity probe, fluorescence polarization. AID 492953. 340,000 compounds, 1.2% hits;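 active = inhibition above the mean of all tested compounds plus 3 SD, cut at about 24% in these data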;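 also: 0% = enzyme with DMSO and 100% = wells lacking PAFAH1B2; many of its hits are not listed in these tables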
Target sequence (P68402 whole entry, looked up): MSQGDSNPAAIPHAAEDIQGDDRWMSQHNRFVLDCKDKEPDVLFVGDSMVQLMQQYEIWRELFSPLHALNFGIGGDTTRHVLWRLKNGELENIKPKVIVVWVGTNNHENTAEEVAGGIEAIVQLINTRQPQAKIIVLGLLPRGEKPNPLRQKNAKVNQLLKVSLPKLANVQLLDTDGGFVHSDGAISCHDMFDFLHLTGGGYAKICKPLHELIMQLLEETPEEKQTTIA
Numbers without * were called inactive; nt = no result given. A portion of the library; rates above refer to the full screens.

SMILES	LYPLA1 inh	PAFAH2 FP inh	ZTA DNA inh	PREPL inh	pPAFAH inh	EBNA-1 inhibitor	PAFAH1B3 inh	LYPLA2 inh	PAFAH1B2 FP inh
CCN(C(=O)CSc1nnc(Cc2cccc3ccccc23)n1N)C1CCS(=O)(=O)C1 (centres undefined)	4	5	-3	8	4	-17	-4	8	7
CCc1ccc(NC(=O)N2CCC(c3ccccc3)C2)cc1 (centres undefined)	0	-9	-3	-3	-2	-3	4	11	5
CSCC[C@H](NC(=O)OC(C)(C)C)C(=O)N1CCC(C(=O)N[C@@H](Cc2c[nH]c3ccccc23)C(=O)O)CC1	-1	1	4	-10	3	0	9	-8	6
CCOC(=O)c1cc(NC(=O)Nc2ccccc2Cl)c(C)nc1C	-3	nt	-1	-8	-1	3	nt	6	nt
CC(=O)c1ccc(NC(=O)CCC(=O)OCC(F)(F)C(F)F)cc1	-1	-2	-9	-3	-3	-3	12	5	5
CC(NC(=O)c1cccnc1Sc1ccccc1)c1ccc(S(N)(=O)=O)cc1 (centres undefined)	0	3	0	-5	2	3	4	-2	5
CCn1cc(C(=O)O)c(=O)c2cnc(N3CCN(C(=S)Nc4ccc(F)cc4)CC3)nc21	-1	nt	-20	-17	-12	-11	nt	-13	nt
Cc1cccc(NC(=O)CSc2n[nH]c(-c3ccncc3)n2)c1	3	-4	3	-7	0	10	4	-1	1
COc1ccc2c(c1)c(=O)oc1cc(OCC(=O)NCC3CCC(C(=O)O)CC3)ccc12 (centres undefined)	0	3	-3	2	2	6	10	7	-3
C/C(=N\Nc1ccccc1)c1c(O)cc(C)oc1=O	-2	9	14	-4	0	-3	11	-3	4
Cc1cccc(OCC(=O)O/N=C(\N)c2ccccn2)c1C	-2	8	-2	17	5	-9	0	7	5
CCOC(=O)c1cc(C)n(-c2ccccc2)c1C	1	-1	12	24	2	5	6	5	-1
CCOC(=O)C(CC)Sc1nnc(COc2ccc(C)cc2)n1-c1ccccc1 (centres undefined)	1	-10	-1	-6	22	-5	11	4	4
O=C(/C=C/c1ccco1)NC(=S)Nc1ccc(C(=O)O)cc1	-4	0	54*	5	39*	-11	13	-2	2
CCCc1cc(=O)n2[nH]c(NCc3c(F)cccc3Cl)nc2n1	1	3	13	-4	-1	-4	0	4	6
Clc1cccc(Cl)c1-c1noc(-c2ccno2)n1	-5	8	2	5	2	4	9	-5	1
COc1ccc(NC2CCCN(C(=O)Cn3ccc(C)n3)C2)cc1OC (centres undefined)	-1	-6	-1	5	-2	-13	-5	3	-5
Cc1cc(C)nc(N/C(=N/S(=O)(=O)Cc2ccccc2)Nc2ccccc2)n1	2	-7	2	3	7	7	9	5	-4
CC1=C(C(=O)Nc2ccccc2)C2(CCCCC2)C(C#N)=C(SCC(N)=O)N1	-1	9	-10	13	-3	-2	10	3	5
CCc1cc(C(=O)Nc2ccccc2N2CCOCC2)sc1C	0	-1	-10	7	-4	nt	11	-3	3

A second format for part of the listing above:
O=C(/C=C/c1ccco1)NC(=S)Nc1ccc(C(=O)O)cc1
  LYPLA1 inh = -4
  PAFAH2 FP inh = 0
  ZTA DNA inh = 54*
  PREPL inh = 5
  pPAFAH inh = 39*
  EBNA-1 inhibitor = -11
  PAFAH1B3 inh = 13
  LYPLA2 inh = -2
  PAFAH1B2 FP inh = 2
CCCc1cc(=O)n2[nH]c(NCc3c(F)cccc3Cl)nc2n1
  LYPLA1 inh = 1
  PAFAH2 FP inh = 3
  ZTA DNA inh = 13
  PREPL inh = -4
  pPAFAH inh = -1
  EBNA-1 inhibitor = -4
  PAFAH1B3 inh = 0
  LYPLA2 inh = 4
  PAFAH1B2 FP inh = 6
Clc1cccc(Cl)c1-c1noc(-c2ccno2)n1
  LYPLA1 inh = -5
  PAFAH2 FP inh = 8
  ZTA DNA inh = 2
  PREPL inh = 5
  pPAFAH inh = 2
  EBNA-1 inhibitor = 4
  PAFAH1B3 inh = 9
  LYPLA2 inh = -5
  PAFAH1B2 FP inh = 1
COc1ccc(NC2CCCN(C(=O)Cn3ccc(C)n3)C2)cc1OC (centres undefined)
  LYPLA1 inh = -1
  PAFAH2 FP inh = -6
  ZTA DNA inh = -1
  PREPL inh = 5
  pPAFAH inh = -2
  EBNA-1 inhibitor = -13
  PAFAH1B3 inh = -5
  LYPLA2 inh = 3
  PAFAH1B2 FP inh = -5

Remaining list, next part:
SMILES	LYPLA1 inh	PAFAH2 FP inh	ZTA DNA inh	PREPL inh	pPAFAH inh	EBNA-1 inhibitor	PAFAH1B3 inh	LYPLA2 inh	PAFAH1B2 FP inh
COc1ccc(/C=C2/C(=O)ON=C2C)cc1Cl	4	1	14	3	3	2	0	7	2
CC(C)NC(NC(=O)/C=C/c1ccccc1)C(Cl)(Cl)Cl (centres undefined)	5	5	-1	-5	1	-10	15	5	7
CCOC(=O)c1cc(-c2ccc(C)cc2)n(CCC(=O)N2CCN(c3ccccn3)CC2)c1C	2	-1	-2	35	10	0	8	8	2
COc1ccc(NS(=O)(=O)c2cc(NC(=O)COc3ccc(OC)cc3)ccc2N2CCOCC2)cc1	nt	-6	nt	18	4	nt	8	nt	-2
COC(=O)C1=CN(Cc2cccs2)C=C(C(=O)OC)C1c1cccc(Cl)c1	-1	-1	-3	-10	0	-4	5	-3	-4
Cn1nc(-c2ccccc2)c(C(=O)NC(C(=O)O)c2ccccc2)c1Cl (centres undefined)	-4	nt	7	-1	1	3	nt	-1	nt
NC(=O)c1ccc(NCC2CCCO2)c([N+](=O)[O-])c1 (centres undefined)	-1	-8	4	8	4	4	6	-1	1
COc1ccc(OC)c(/C=N/n2c(-c3n[nH]c4c3CCC4)n[nH]c2=S)c1	1	12	10	4	2	12	-1	1	7
Cc1ccc(S(=O)(=O)NCc2ccccc2)cc1C(=O)N1CCN(c2ccccc2)CC1	0	8	-19	-12	4	nt	13	-6	5
O=C(COc1cccnc1[N+](=O)[O-])Nc1cccc2ccccc12	5	-3	3	9	4	nt	3	17	-3
O=C(Nc1cccc(S(=O)(=O)N2CCOCC2)c1)c1cc(=O)[nH]c2ccccc12	nt	2	nt	-4	0	nt	1	nt	1
O=C(CN1CCOCC1)n1c2ccccc2c2ccccc21	0	4	8	8	-2	0	4	-7	3
CC(O)CNCc1ccccc1C(F)(F)F (centres undefined)	-3	-2	-7	4	3	9	4	-3	5
Cc1cc(C)cc(N(CC(=O)NC2CCCCC2)C(=O)CNC(=O)c2ccco2)c1	0	-2	20	-2	6	9	-6	4	1
CC1CC(C#N)N(N(C)C)C1=C(C#N)C#N (centres undefined)	2	-2	6	6	7	1	7	4	2
COc1ccc(N2CCN(CCCNC(=O)C3CCCN(S(=O)(=O)c4cnc[nH]4)C3)CC2)cc1 (centres undefined)	-4	-3	1	14	6	-1	4	3	7
O=C(CN1CCN(c2nc(-c3ccc(F)cc3)cs2)CC1)NCc1ccc2c(c1)OCO2	0	1	10	19	11	8	4	9	3
CC1CCN(Cc2c(C(=O)N/N=C/c3cccc(C(F)(F)F)c3)nnn2-c2nonc2N)CC1	-5	-7	4	-1	4	1	1	-1	8
CCOc1ccccc1NC(=O)c1cnc(NS(=O)(=O)c2ccccc2)nc1	-3	-3	9	-10	3	8	4	-2	-3
CSc1cccc(NC(=S)N(CCC(C)C)C2CCN(C(C)=O)CC2)c1	4	1	3	2	-4	-9	-4	4	4

More structures:
compound | LYPLA1 inh | PAFAH2 FP inh | ZTA DNA inh | PREPL inh | pPAFAH inh | EBNA-1 inhibitor | PAFAH1B3 inh | LYPLA2 inh | PAFAH1B2 FP inh
O=C(CSc1nnc(Cn2c(=O)sc3ccccc32)n1-c1ccccc1)NCc1ccco1 | -2 | 3 | -3 | -10 | -3 | -8 | 5 | -2 | 6
C=CCn1c(SCC(=O)NNC(=O)Nc2cccc(Cl)c2)nnc1-c1ccccc1 | 3 | -4 | -8 | -5 | -8 | -17 | 7 | -4 | -6
COc1ccc(C(CC(=O)O)NS(=O)(=O)c2ccc3c(c2)N(C(C)=O)CC(C)O3)cc1 (centres undefined) | 0 | 3 | 1 | 9 | 0 | -10 | -3 | 0 | -3
CCCn1c(=O)c2c(nc3n2CCN3Cc2ccco2)n(C)c1=O | 1 | 5 | 7 | -1 | 3 | 7 | 9 | 1 | -3
COc1ccc2cc3cc(C(=O)NCCCN4CCOCC4)oc3nc2c1 | -5 | -1 | -6 | -1 | -3 | -12 | 0 | -2 | 4
COc1ccc(Nc2nc(NN)nc(C)c2[N+](=O)[O-])cc1 | -5 | -1 | -12 | 23 | 9 | -8 | 11 | 6 | 15
O=C(NC(=S)NCc1ccccc1)c1ccc(Br)o1 | -2 | 2 | -10 | 0 | 4 | -3 | 5 | 3 | 6
CCC(COC)NCc1cn(-c2ccc(OC)cc2)nc1-c1cccc(F)c1 (centres undefined) | 2 | -4 | 4 | -6 | 0 | -5 | 8 | 1 | 4
O=C(/C=C/c1cccs1)N1CCC2(CC1)Oc1ccc(Cl)cc1C(=O)C21CC(c2ccc(Cl)cc2)=NO1 (centres undefined) | -5 | -6 | 17 | -3 | -2 | 0 | -7 | -4 | -1
Cc1nn(Cc2ccc(C(=O)Nc3ccc(C(=O)OC(C)C)cc3)o2)c(C)c1Cl | -3 | -1 | -7 | -9 | -8 | -8 | -8 | -5 | 0
Cc1ccnc(NC(=O)CNC(=O)c2ccc(C)s2)c1 | 0 | 0 | -12 | 8 | 5 | -7 | 6 | -2 | 4
O=C(c1ccccc1F)N(Cc1cccnc1)Cc1cc2cc3c(cc2[nH]c1=O)OCCO3 | -1 | 7 | -18 | 18 | 1 | -4 | -5 | 4 | 6
CCOC(=O)c1c(NC(=O)N/N=C/c2ccc(O)c(OC)c2)sc(C(C)=O)c1C | -6 | nt | 5 | 9 | -1 | -1 | nt | -5 | nt
Cc1cc(C(=O)O)ccc1-n1c(C)cc(C=C2C(=O)c3ccccc3C2=O)c1C | 1 | 22 | 9 | 5 | 17 | -1 | 8 | -4 | 2
COC(=O)C1=C(C)NC(=O)CC1c1ccc(F)c(Br)c1 (centres undefined) | -6 | 3 | -3 | 7 | -2 | 7 | -1 | 1 | -1

(next part)
compound | LYPLA1 inh | PAFAH2 FP inh | ZTA DNA inh | PREPL inh | pPAFAH inh | EBNA-1 inhibitor | PAFAH1B3 inh | LYPLA2 inh | PAFAH1B2 FP inh
CCc1c(C)nc(SCC(=O)Nc2c(C)n(C)n(-c3ccccc3)c2=O)[nH]c1=O | 2 | 1 | -7 | 15 | 5 | 5 | -6 | 10 | -4
COc1ccc(-c2cc(C(=O)Nc3cc(Cl)ccc3O)no2)cc1 | -4 | -16 | -3 | -3 | -4 | -9 | -8 | -12 | -1
COc1ccc2c(c1OC)C(=O)N(c1cccc(NC(C)=O)c1)C2 | 1 | -5 | 8 | -1 | 4 | 4 | 8 | 5 | 1
COc1ccc(NC(=O)c2cc(-c3ccccc3)on2)cc1 | 1 | -6 | -5 | -13 | 2 | -14 | 1 | 1 | -6
O=C(O)/C=C/C(=O)NNC(=O)c1cccc(Br)c1 | 0 | 2 | -10 | -2 | 2 | 0 | 8 | 7 | 8

At a glance, three of the compounds above.
compound | LYPLA1 inh | PAFAH2 FP inh | ZTA DNA inh | PREPL inh | pPAFAH inh | EBNA-1 inhibitor | PAFAH1B3 inh | LYPLA2 inh | PAFAH1B2 FP inh
COc1ccc2c(c1OC)C(=O)N(c1cccc(NC(C)=O)c1)C2 | 1 | -5 | 8 | -1 | 4 | 4 | 8 | 5 | 1
COc1ccc(NC(=O)c2cc(-c3ccccc3)on2)cc1 | 1 | -6 | -5 | -13 | 2 | -14 | 1 | 1 | -6
O=C(O)/C=C/C(=O)NNC(=O)c1cccc(Br)c1 | 0 | 2 | -10 | -2 | 2 | 0 | 8 | 7 | 8
